Screening results as filed in PubChem BioAssay.
HSF1 inh = HSF1 inhibition. NIH3T3-HGL HSE-luciferase, MG132-induced, luminescence 8 h; hits give low values. activity change, negative = inhibition, % at 7.5 µM (by protocol). 300,000 compounds, 0.77% hits;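 active = more than half of replicate wells show activity change below -50%, luminescence cut by over half; inconclusive = some wells, but at most half, below -50%; inactive = no replicate well below -50%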;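 note: luciferase reports HSF-1 transcriptional activity via heat shock element; 0% = median of DMSO wells and -100% = zero luminescence signal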
IEC-6 cytotox = counter-screen for KLF5 inhibitors: cytotoxicity in IEC-6 cells; IEC-6 cytotoxicity, luminescence viability; inhibition, % at 5 µM; 290,000 compounds, 0.78% hits; AID 1825; in the data active = inhibition above about 22%;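 note: 0% = plate median of test compound wells and 100% = cytotoxic reference compound wells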
KLF5 inhibitor = kruppel-like factor 5 inhibition; DLD-1 KLF5 promoter-luciferase reporter, luminescence; inhibition, % at 5 µM; 290,000 compounds, 0.23% hits;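 active = inhibition above a per-plate limit of that plate's mean compound inhibition plus 3 SD, cut at about 60% in these data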;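 note: 0% = DMSO wells and 100% = LY294002 at 200 µM; higher means less KLF5 promoter-driven luciferase light; inactives centre near -14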
Platelet DG rel = modulates dense granule release in human platelets. human platelet-rich plasma, SFLLRN dense granule ATP release, luminescence. inhibition, %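 (compounds screened at 7.5 µM in platelet-rich plasma)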. 300,000 compounds, 0.22% hits. AID 1663;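 active = mean replicate score, as percent of positive control, at or above 50; inconclusive = mean below 50 but at least one replicate at or above 50; inactive = mean and every replicate below 50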
HSP90 inh = inhibitors of HSP90 luciferase refolding in rabbit reticulocyte lysate | 290,000 compounds, 0.91% hits | luciferase refolding luminescence, 3 h | AID 1789 | inhibition, % at 5.6 µM;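 active = inhibition above the screen-wide mean plus 3 SD, computed separately per campaign, cut at about 16% in these data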;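 note: 0% = DMSO wells and 100% = 60 µM geldanamycin wells; inhibitors lower the luminescence because luciferase stays unfolded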
AI-2 QS mod = modulates the Vibrio harveyi AI-2 quorum sensing system; AID 2094; activity change, % at 7.5 µM; Vibrio harveyi JMH597 AI-2 luminescence/OD600 ratio, 9 h; hits give low values; strain lacks LuxN and CqsS sensors; 0 = neutral-control median; 300,000 compounds, 0.4% hits; in the data active = activity change below about -75%, passing the limit was not always enough; inconclusive = no clear call, values can overlap the other calls;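 note: luminescence divided by OD600 gain over 9 h not by final OD600 alone; inactives centre near 13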
SKKanGAS inh = SKKanGAS growth inhibition; S. pyogenes SKKanGAS, kanamycin growth, BacTiter-Glo, 6 h; inhibition, % at 7.5 µM; 300,000 compounds, 1.3% hits;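 active = mean replicate score, as percent of positive control median, at least 50; inconclusive = mean below 50 but one replicate at or above 50; inactive = mean and every replicate below 50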;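 note: strain carries kanamycin resistance gene driven by streptokinase promoter and grows in 40 µg/ml kanamycin; loss of luminescence reflects streptokinase promoter inhibition or plain growth inhibition; 0% = median of DMSO wells and 100% = positive control at its reference dose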
aSyn UTR inh = MLPCN primary screen, SNCA 5' untranslated region; alpha-synuclein 5'UTR reporter, inhibitor activity; inhibition, % (tested at 7.5 µM); 300,000 compounds, 0.82% hits; AID 1813; in the data active = inhibition above about 60%; inconclusive = no clear call, values can overlap the other calls;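 note: H4 neuroglioblastoma cells stably carrying SNCA 5'UTR luciferase fusion; 0% = DMSO wells and 100% = positive control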
HIF activator = HIF pathway transcriptional activation | AID 1910 | U2OS HRE-luciferase reporter, luminescence; normalized: DMSO 0%, desferrioxamine 100% | 300,000 compounds, 0.32% hits | activation, % at 7.5 µM (by protocol);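 active = mean activation of at least 10% of the iron chelator positive control signal, with at least half of replicates also reaching 10%; inconclusive = mean and replicate majority disagree about reaching 10%; inactive = mean and most replicates under 10%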
HSF-1 act = increases HSF-1 driven luciferase reporter signal; 300,000 compounds, 1.7% hits; AID 504408; NIH3T3-HGL HSF-1 luciferase reporter, MG132, 8 h; 100% = twice DMSO control signal; activation, % at 9 µM;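 active = mean replicate activation of at least 50% with a set share of replicates each reaching 50%; inconclusive = only one of those two conditions met; inactive = mean below 50% and too few replicates reaching it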;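 note: 0% = median of the neutral control wells and 100% = twice that signal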
Active calls of the source: *; ? = inconclusive; . = no result given.

SMILES	HSF1 inh	IEC-6 cytotox	KLF5 inhibitor	Platelet DG rel	HSP90 inh	AI-2 QS mod	SKKanGAS inh	aSyn UTR inh	HIF activator	HSF-1 act
CC(=O)Nc1ccc(S(=O)(=O)N(C)CC(=O)OCC(=O)N2CCN(C(=O)c3ccco3)CC2)cc1	-1	.	.	5	.	23	2	3	-0.6	-5
Cn1c(=O)n(C)c2cc(S(=O)(=O)NCC(=O)O)ccc21	2	-1	-11	4	-3	9	7	-4	-0.1	1
COc1ccccc1-n1cnnc1SC(C)C(=O)Nc1cccc([N+](=O)[O-])c1 (configuration not stated)	-1	-3	-13	9	-1	2	5	-12	-0.6	-13
O=C(COc1coc(CN2CCN(c3ccccc3)CC2)cc1=O)Nc1ccc(F)cc1	6	.	.	-7	.	26	-4	8	0.0	37
CCOC(=O)c1cc(C)sc1NC(=O)C(c1ccccc1)c1ccccc1	-1	-4	2	2	-1	21	-8	11	0.0	10
CO/N=C/c1ccc(N2CCN(C(=O)c3ccc(Cl)cc3Cl)CC2)c([N+](=O)[O-])c1	-9	3	18	6	6	34	22	16	0.1	2
CCN(CC)CCCNC(=O)C1CCC(CNS(=O)(=O)c2ccc(Cl)cc2)CC1 (configuration not stated)	-67*	-6	-29	-1	-3	4	-4	-6	1.3	-73
CCCC(=O)C1=C(O)C(C(=O)OC)C(C)(C)CC1=NCCc1ccccc1 (configuration not stated)	8	-4	-25	7	-5	26	-3	1	-1.1	20
Cc1ccc(C(=O)NCc2ccco2)cc1S(=O)(=O)N1CCOCC1	2	-1	5	1	-1	18	-1	3	0.3	5
O=c1[nH]ncc(NCCCO)c1Cl	-7	0	-4	.	3	8	0	13	0.1	4
Cc1cccc(NC(=O)Cn2c(=O)n(Cc3ccccc3)c(=O)c3c(C)c(C)sc32)c1	1	-7	-8	-11	5	-10	5	5	0.1	-2
COc1ccc(Cl)cc1NC(=O)Nc1cccc([N+](=O)[O-])c1C	1	-3	-21	-1	-2	19	11	2	-0.3	-12
COC(=O)CN1C(=S)N(c2ccc(F)cc2)C(=O)C1CC(=O)Nc1ccc(OC)cc1 (configuration not stated)	-3	4	-28	2	2	-4	-1	-10	0.1	3
CC1Cc2cc(/C(O)=C3/C(=O)C(=O)N(CCN4CCOCC4)C3c3cccc(O)c3)ccc2O1 (configuration not stated)	-9	-2	2	8	18*	15	8	-34	1.2	15
Cc1cccc(CSCCNC(=O)CSCc2ccc([N+](=O)[O-])cc2)c1	-13	-3	-12	-4	-2	10	0	1	-22	-26
CCn1c(SCc2nc3ccccc3[nH]2)nnc1-c1cnccn1	6	-1	-43	-4	-5	23	-2	-90	0.8	3
CC(=O)N1CCC(C(=O)Nc2ccc(S(=O)(=O)NCCc3ccccc3)cc2)CC1	7	2	-11	-2	-2	13	0	15	-1.6	14
O=C1CC2(CCN(C(=O)C3CC(=O)N(c4ccc(F)cc4)C3)CC2)Oc2ccccc21 (configuration not stated)	-2	.	.	-1	.	28	-4	14	-0.2	-7
Cc1c(NC(=S)N/N=C/C=C/c2ccccc2)c(=O)n(-c2ccccc2)n1C	11	-4	-18	3	0	8	2	-32	0.4	10
COc1cc(C(=O)NCc2ccncc2)cc(OC)c1OC	.	-3	-8	-4	1	-1	1	7	0.0	.
O=C(c1ccc2c(c1)OCO2)N1CCN(S(=O)(=O)c2ccc(Cl)cc2)CC1	-6	0	-6	-4	0	30	-1	-6	-0.9	-17
COc1ccccc1N1CCN(/N=C/c2cc([N+](=O)[O-])ccc2Cl)CC1	6	2	-25	3	-2	29	16	1	0.7	22
CCNC(=S)NS(=O)(=O)c1ccc(F)cc1	-5	-1	5	-2	0	-28	3	12	-0.4	-4
CC(OC(=O)CCN=C1NS(=O)(=O)c2ccccc21)C(=O)Nc1ccc(F)cc1 (configuration not stated)	-3	.	.	2	.	17	-8	6	0.4	13
NC(=O)c1ccc(N=Nc2c(-c3ccccc3)[nH]n(-c3ccccc3)c2=O)cc1	2	1	0	0	1	38	-4	23	-0.4	-1
Cc1nn(CC(C)C(=O)N2CCN(S(=O)(=O)c3ccc(Cl)cc3)CC2)c(C)c1C (configuration not stated)	-10	3	-9	5	4	.	2	-7	-0.5	22
COc1ccc([N+](=O)[O-])cc1COc1ccc2c(-c3ccccc3)cc(=O)oc2c1	1	3	-7	0	4	12	0	27	0.0	10
CCSc1nnc(NC(=O)CCn2c(=O)oc3ccccc32)s1	7	.	.	-2	.	8	-10	10	0.2	6
CNC(=S)NNC(=O)COc1ccccc1C	15	-4	-12	0	-1	17	-4	0	-0.1	57*
COc1cc(NC(=O)CN2C(=O)C(c3ccccc3)=NC2(C)C)cc(OC)c1	-2	-5	-27	-1	-4	7	-1	-15	-0.4	-11
Cc1ccc(C(=O)N2CCN(C)CC2)cc1S(=O)(=O)N1CCCCCC1	-4	6	-2	0	0	-1	0	-7	0.3	-8
Cc1cc(C(=O)COC(=O)CNC(=O)c2ccccc2)c(C)n1CC1CCCO1 (configuration not stated)	-50*	-2	1	7	5	17	-1	20	-1.2	-60
COc1cc(/C=C/CN2CCC(CO)(CC3CCCCO3)CC2)ccc1O (configuration not stated)	-7	-6	-11	1	-2	15	-20	-1	0.3	2
COC(=O)CSc1[nH]c2ccccc2c1[N+](=O)[O-]	8	1	-16	-8	3	27	-13	-13	0.4	-3
Clc1ccc(OCc2nnc(SCc3nnc(-c4ccccc4)o3)o2)c(Cl)c1	14	-5	-10	-5	0	53	-11	-38	0.5	29
O=C(NCC1CCCO1)c1ccccc1-c1nc(-c2ccccc2Cl)no1 (configuration not stated)	4	-4	1	2	1	12	-7	-17	2.5	29
COc1ccc(-c2nc(C(F)(F)F)c(OC)o2)cc1OC	5	-2	-12	1	0	3	4	22	-0.5	3
COc1ccccc1-c1cc(C(F)(F)F)nc(S(=O)(=O)CCCC(=O)N2CCOCC2)n1	?	-3	-37	-1	3	30	-2	-44	15*	-60
Nc1cc(S(=O)(=O)Nc2ccccc2Cl)ccc1N1CCOCC1	4	0	-62	-5	-3	44	4	-16	1.4	3
Cc1cccc(N(C)C(=O)c2cc(S(=O)(=O)N3CCc4ccccc43)cn2C)c1	-1	2	-3	7	-2	13	0	-10	-0.1	-16
COc1cccc(C(=O)Nc2nnc(-c3ccc(Cl)cc3)o2)c1	-5	.	.	27	.	-87*	88*	2	0.9	-4
CCOc1ccc(CCNC(=O)CS(=O)Cc2nc(-c3ccccc3C)oc2C)cc1OCC (configuration not stated)	-6	3	-39	8	3	35	-1	37	0.8	3
CCOC(=O)Cc1c(C)c2c(C)nn(-c3ccccc3)c2oc1=O	4	-2	10	-7	1	0	-3	20	-0.4	-3
O=S1(=O)C=C(Sc2nc3ccccc3s2)c2ccccc21	-87*	72*	19	2	7	-42	-11	-14	-5.7	-87
Nc1cc(N)nc(SCCN2CCCCC2)n1	-7	6	10	-4	2	14	10	13	-0.4	-3
CC(NCCc1ccc(S(N)(=O)=O)cc1)C(=O)NCc1ccccc1 (configuration not stated)	1	2	-33	9	1	12	9	-5	-0.7	24
COCCn1c(=O)[nH]c2cc(C(=O)NCc3ccccc3)ccc2c1=O	-4	-2	3	-5	1	24	-1	-3	-0.8	20
CCC(Sc1ccc2nnc(-c3ccc(F)cc3)n2n1)C(=O)OC (configuration not stated)	-5	4	-31	-2	1	22	1	7	-0.1	23
Nc1ncnc2c1ncn2Cc1ccccc1	2	-5	-23	1	-1	11	-8	-6	-0.3	11
Cc1cccc(N(CC(=O)N2CCN(c3ccccc3F)CC2)S(C)(=O)=O)c1	3	0	-3	-3	1	25	-9	5	-0.3	11

(cont.)
SMILES	HSF1 inh	IEC-6 cytotox	KLF5 inhibitor	Platelet DG rel	HSP90 inh	AI-2 QS mod	SKKanGAS inh	aSyn UTR inh	HIF activator	HSF-1 act
CC(C)N(C)Cc1cn(C)nc1-c1ccc(Oc2ccccc2)cc1	-7	-2	-8	-14	-4	14	3	-4	-26	0
CN(C)CCN(C(=O)c1ccco1)c1nc2cc3c(cc2s1)OCCO3	-17	3	-69	-3	-4	12	1	-37	6.2	-11
O=C(Nc1cccc(C(F)(F)F)c1)C1CCN(S(=O)(=O)c2cnc[nH]2)CC1	-2	2	-13	6	2	-5	-2	7	-1.8	-5
Cc1cc(C)cc(N(C(=O)c2ccco2)C(C(=O)NC2CCCC2)c2ccncc2)c1 (configuration not stated)	-7	-2	-6	-7	-1	9	-4	-8	0.1	-1
O=C(Nc1ccc2c(c1)CCC2)c1cccc(S(=O)(=O)N2CCN(c3ccc(F)cc3)CC2)c1	-2	-5	-23	-2	2	32	15	10	0.4	4
CCOC(=O)c1nnn2c1nc(SCC(C)=O)c1ccccc12	2	4	-2	-5	9	27	-7	12	0.0	-6
COc1ccc(C2C(C(=O)NCC3CCCO3)c3cc(OC)c(OC)cc3C(=O)N2C)cc1OC (configuration not stated)	0	-2	-20	2	-1	34	-1	-23	-0.3	-3
Cc1ccc(C(CC(=O)NCc2ccco2)c2ccc(OC(C)C)cc2)cc1 (configuration not stated)	2	-6	-7	-9	1	16	14	-3	-0.2	-5
COc1ccc(NC(=O)ON=C2c3ccccc3-c3ccccc32)cc1	-20	5	-23	1	2	9	-4	-102	1.5	-24
COc1ccc(NC(=O)CSc2nc3[nH]ncc3c(=O)[nH]2)cc1OC	-3	.	.	-2	.	8	-2	-29	0.3	-16
COc1ccc(/C=N\Nc2ccccn2)c(OC)c1	22	-7	-147	8	-2	19	-3	-155	5.7	41
COc1ccc([N+](=O)[O-])cc1NC(=O)c1ccc(-n2nc(C)cc2C)cc1	-36	8	-6	3	-3	12	-1	21	-0.6	-45
O=C(COC(=O)c1ccccc1NCCO)Nc1cc(C(F)(F)F)ccc1N1CCOCC1	-2	-3	11	17	2	28	-2	18	0.2	5
COc1cc2c(C(=O)NCCCOC(C)C)cn(CC(C)C)c(=O)c2cc1OC	-9	2	-7	5	4	19	-3	-6	-0.8	8
Cc1ccc(SC[C@H](CC(C)C)N2CCN(CCc3ccccc3)CCC2=O)cc1	13	.	.	-3	.	10	18	-12	-0.7	22
Brc1ccc2[nH]ncc2c1	1	-2	-24	-19	4	7	-7	32	0.3	-5
COc1ccccc1CCNC(=O)C(=O)Nc1cc2c3c(c1)C(C)C(=O)N3CCC2 (configuration not stated)	-4	.	.	1	.	-4	5	-1	-0.4	4
COc1cccc(/C=N/NC(=O)C(=O)NCc2cccnc2)c1OC	-1	-5	-31	15	-2	-4	1	11	-0.2	20
CCOc1cccc(/C=N/NC(=O)c2cccnc2)c1O	4	11	94*	1	-1	-26	21	18	7.1	4
CSc1ccc(/C=C(/NC(=O)c2ccc(C)cc2)C(=O)Nc2cccc(C)c2)cc1	-2	-1	-20	5	4	14	16	22	-0.4	-8
Nc1nonc1-c1noc(N2CCOCC2)n1	.	0	-37	.	4	17	.	.	.	.
